High-throughput results from PubChem BioAssay.
KLK7 zymogen act: activates the human kallikrein-7 zymogen. P49862. purified proKLK7, EDANS-DABCYL substrate fluorescence; 100% is mature enzyme control, 0% vehicle. activation, % at 7 µM. hit rate 0.9% among 370,000. AID 652039;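 active = activation above the mean of all tested compounds plus 3 SD, computed per campaign excluding outliers beyond control limits, cut at about 13% in these data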
Target sequence (P49862 whole entry, looked up): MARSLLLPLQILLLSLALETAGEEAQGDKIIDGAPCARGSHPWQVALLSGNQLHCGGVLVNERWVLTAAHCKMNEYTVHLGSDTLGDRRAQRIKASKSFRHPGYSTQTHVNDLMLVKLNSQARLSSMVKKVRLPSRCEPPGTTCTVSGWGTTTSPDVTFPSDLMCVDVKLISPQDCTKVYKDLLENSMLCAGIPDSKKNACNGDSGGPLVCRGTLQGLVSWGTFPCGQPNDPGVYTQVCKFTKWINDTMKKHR
hgDAF12 agonist: agonists of H. glycines DAF-12 nuclear receptor; HEK293 GAL4-hgDAF12 UAS-luciferase reporter, agonist luminescence; normalized to butyrate control; activation, % at 6.8 µM; hit rate 1.8% among 370,000;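 active = activation above a cutoff set at the mean of all screened compounds plus 3 SD, cut at about 10% in these data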;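 note: 0% = DMSO wells and 100% = sodium butyrate wells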
NPR1 activator: GC-A (human) enzyme activation; HEK293 GC-A cells, cGMP TR-FRET, EC30 ANP; 0% at EC30 ANP, 100% saturating ANP; AID 1671463; activation, % at 10 µM; hit rate 0.14% among 370,000; P16066; in the data active = activation above about 40%
GAA850 FXN act: activators of GAA850 frataxin (FXN) promoter; HEK293 lucGAA850 FXN promoter luciferase reporter, 24 h; percent of 10 µM SAHA response; activation, % at 6 µM; hit rate 0.56% among 360,000; AID 540364;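 active = activation above the average of all compounds screened plus 3 SD, cutoff fixed separately per campaign, cut at about 7.5% in these data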;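 note: 0% = DMSO wells and 100% = 10 µM SAHA wells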
NPR2 activator: GC-B (human) receptor activation; activation, % at 10 µM; P20594; hit rate 0.11% among 370,000; HEK293-GC-B cells, CNP EC30, cGMP TR-FRET; 0% at EC30 CNP, 100% saturating CNP; AID 1920062;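 active = activation at 10 µM reaching about 35% in either raw or pattern-adjusted values, limit read from the data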
ssDAF-12 act: activates DAF-12 receptor from parasite S. stercoralis; hit rate 1% among 370,000; HEK293 ssDAF-12/GRIP1 lit1-tk-luc reporter, luminescence; % of 3 µM dafachronic acid response; activation, % at 6.8 µM; AID 652126;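 active = activation above the mean over all tested compounds plus 3 SD, cut at about 0.9% in these data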;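 note: 0% = DMSO-only wells and 100% = 3 µM delta7-dafachronic acid wells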
sPLA2-III inh: Blocks human group III sPLA2 activity; AID 743126; inhibition, % at 12.2 µM; QFRET BODIPY PC-A2 liposome hydrolysis, fluorescence; Q9NZ20; hit rate 0.56% among 370,000;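 active = inhibition above mean plus 3 SD of compounds lying within the high and low control bounds, cut at about 19% in these data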;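 note: 0% = median of test compound wells and 100% = no enzyme DMSO wells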
Target sequence (Q9NZ20 whole entry, looked up): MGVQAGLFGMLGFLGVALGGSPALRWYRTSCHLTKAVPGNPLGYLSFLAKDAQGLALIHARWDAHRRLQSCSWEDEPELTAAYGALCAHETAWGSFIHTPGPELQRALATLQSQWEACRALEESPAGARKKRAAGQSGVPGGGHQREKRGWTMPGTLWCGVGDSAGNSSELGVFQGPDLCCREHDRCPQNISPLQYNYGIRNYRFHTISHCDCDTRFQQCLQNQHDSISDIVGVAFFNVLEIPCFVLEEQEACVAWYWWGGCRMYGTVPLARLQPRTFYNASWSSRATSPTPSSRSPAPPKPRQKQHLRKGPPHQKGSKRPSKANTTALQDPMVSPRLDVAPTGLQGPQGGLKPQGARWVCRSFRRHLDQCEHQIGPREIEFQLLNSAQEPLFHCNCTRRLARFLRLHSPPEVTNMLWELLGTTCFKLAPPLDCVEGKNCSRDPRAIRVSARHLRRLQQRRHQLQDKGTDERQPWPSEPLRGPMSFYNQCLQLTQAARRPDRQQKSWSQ
DAX1 inh-1: inhibits human nuclear receptor DAX1; hit rate 0.99% among 340,000; HEK293 Gal4-DAX1 luciferase reporter, luminescence; inhibition, % at 6.75 µM; AID 504766; P51843;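 active = inhibition above the mean over all tested compounds plus 3 SD, cut at about 4.2% in these data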;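 note: 0% = DAX1-transfected cells with DMSO and 100% = empty-vector control cells with DMSO; inhibition shows as a rise in luminescence from relieved DAX1 repression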
Target sequence (P51843 207-470 limits assumed): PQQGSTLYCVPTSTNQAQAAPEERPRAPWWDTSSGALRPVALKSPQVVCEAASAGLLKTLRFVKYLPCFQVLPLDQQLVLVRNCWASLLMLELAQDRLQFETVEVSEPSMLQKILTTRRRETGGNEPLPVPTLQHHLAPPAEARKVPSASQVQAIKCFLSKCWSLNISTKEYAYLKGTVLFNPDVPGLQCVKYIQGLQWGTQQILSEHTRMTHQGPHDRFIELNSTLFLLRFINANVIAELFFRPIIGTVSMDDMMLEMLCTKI
SMARCA2 activ: SMARCA2 function activation, primary screen; MG213 cells, MMTV-luciferase reporter, dexamethasone, overnight; activation, % at 9.1 µM; hit rate 1% among 370,000; in the data active = activation above about 7.8%;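 note: 0% = vehicle wells and 100% = reference activator wells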
hcDAF-12 act: H. contortus DAF-12 activation, primary screen. HEK293 hcDAF-12 lit1-tk-luc reporter, luminescence; 0% DMSO, 100% Δ7-dafachronic acid. activation, % at 6.8 µM. hit rate 1.4% among 370,000;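 active = activation above the mean of all tested compounds plus 3 SD, cut at about 5.5% in these data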;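 note: 100% = response to 3 µM Δ7-dafachronic acid high control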
DAX1 inh-2: blocks DAX1 repression of SF-1 activated StAR promoter; hit rate 1.1% among 370,000; HEK293T StAR-luciferase reporter, SF-1/DAX-1 repression relief; AID 652010; inhibition, % at 6.8 µM;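 active = inhibition above the mean over all tested compounds plus 3 SD, cut at about 3.6% in these data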;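 note: 0% = DAX-1 cells with DMSO and 100% = cells lacking DAX-1 with DMSO; higher inhibition means more luminescence from relief of DAX-1 repression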
The depositor's hits bear a star; . = not tested or not shown.

SMILES	KLK7 zymogen act	hgDAF12 agonist	NPR1 activator	GAA850 FXN act	NPR2 activator	ssDAF-12 act	sPLA2-III inh	DAX1 inh-1	SMARCA2 activ	hcDAF-12 act	DAX1 inh-2
Cc1ccc(S(=O)(=O)N2CCN(C(=O)C3CSC4(C)CCC(=O)N34)CC2)cc1C (stereo unspecified)	0.2	0.3	2	0.9	1	-0.8	11	1.5	-1	0.1	0.4
CC(=O)O[C@@]1(C(C)=O)CCC2[C@H]3C=C(C)C4=CC(=O)CC[C@@]4(C)C3CC[C@]21C (stereo partly specified)	0.5	-4.5	-2	.	-6	-1.2	14	.	-10	-1.0	-0.8
COc1ccc(C(C)(C)C)cc1NC(=O)COC(=O)c1ccc([N+](=O)[O-])o1	0.1	-3.0	-6	2.4	1	-1.6	7	-0.1	0	-0.5	2.7
Cc1cccc(N2CCN(C(=O)C(Cc3ccccc3)NC(N)=O)CC2)c1C (stereo unspecified)	-0.3	-2.8	-4	1.1	0	-0.8	0	-0.9	-5	-0.1	-0.3
CCN(CC)CCCNC(=O)c1cc(Nc2ccc(OC)cc2OC)nc2ccccc12	0.6	1.4	-2	-0.8	-1	-1.2	-3	-0.1	-2	-0.4	-0.1
O=C(OCC#CCSc1nnc(-c2cccc3ccccc23)o1)c1cnc[nH]1	2.7	-1.6	0	0.7	-7	-1.9	-9	0.2	0	-2.1	-0.1
O=C(O)c1cc(NN=C2c3ccccc3-c3ccccc32)ccc1Cl	-0.2	2.0	6	-0.6	-2	-0.8	-44	0.2	0	-0.5	-0.4
CC(C)[C@H](NC(=O)N1CCn2c1nc1ccccc12)C(=O)NC1CC1	-0.2	-0.5	1	1.7	0	-1.7	10	-0.7	-1	-1.1	0.0
Cc1cc(C)cc(NC(=O)c2cccc(NC(=O)c3ccco3)c2)c1	0.5	-1.7	3	-0.4	-1	-0.2	8	0.0	-3	-1.8	-0.1
O=C1CC(NS(=O)(=O)c2ccc3ccccc3c2)CN1c1ccccc1 (stereo unspecified)	-0.5	-0.3	-6	0.2	-5	-1.0	-19	-0.5	-1	-1.5	-1.1
Cc1cccc(-c2nc3c(c(SCC(=O)N4CCCC4)n2)COC(C)(C)C3)c1	0.1	-0.4	1	-1.2	3	-0.5	4	1.0	-5	-0.7	-0.1
CC1(C(=O)O)CCC(C(=O)Nc2ccccc2)C1(C)C (stereo unspecified)	-0.8	0.2	5	-1.2	9	-0.7	5	0.5	-2	-1.1	-0.7
C[C@@H]1CN([C@@H](C)CO)C(=O)CCCn2nncc2CO[C@@H]1CN(C)C(=O)Nc1ccc(C(C)(C)C)cc1	0.2	1.0	0	0.8	3	-1.1	-2	1.0	1	1.5	0.3
CCN(CC)C(=O)c1cc2c(=O)n3ccccc3nc2s1	64*	10	12	1.0	8	-0.3	9	0.4	3	6.5*	2.2
CC(C)c1cccc(C(C)C)c1NC(=O)CNCc1ccccc1F	-0.9	-2.8	-5	-1.3	-7	-0.7	0	1.1	1	-0.2	-0.5
CCN=C1SC(C(=O)Nc2ccc(OCC)cc2)CC(=O)N1CC (stereo unspecified)	0.7	-1.9	4	0.8	-1	-1.7	2	.	-4	-0.8	0.1
CC1(C(=O)NC2CCCCCCC2)CC1(Cl)Cl (stereo unspecified)	0.9	2.5	2	3.3	1	-1.4	7	0.8	2	-0.9	0.2
Cc1cc2nc(SCCOC(=O)Nc3ccccc3)nc(C)c2cc1C	-1.3	-0.3	-2	1.2	-7	-1.8	-11	-1.1	-4	-5.0	-0.2
Cc1c(C(=O)NC2CCCCC2C)oc2ccccc12 (stereo unspecified)	-0.1	1.6	-5	0.1	-1	-0.9	6	0.3	-2	-1.2	-1.2
CC(=O)c1ccc(S(=O)(=O)NCCC(=O)NC(C)c2ccncc2)cc1 (stereo unspecified)	0.0	-1.5	4	2.0	1	-1.4	13	1.7	-2	0.2	0.1
CCn1c(SCC(=O)Nc2ccc(N(C)C)cc2)nnc1C1CC1	0.0	-1.1	-6	-1.2	-2	-1.0	8	0.1	-2	-1.3	-0.1
CN(C)/C=N/c1nc2nccc(-c3cccs3)n2n1	85*	-1.0	6	0.5	3	-0.9	15	-0.2	-4	-1.7	0.5
O=C(CN1CCN(C(c2ccccc2)c2ccccc2)CC1)N1CCN(c2ccccc2)CC1	-0.1	-0.1	-6	0.1	-5	-1.5	-16	.	-1	-1.4	-0.3
O=C(CCCCCNC(=O)c1ccccc1)N/N=C/c1ccco1	-0.1	-2.0	4	0.1	6	-1.2	1	-1.0	0	-0.1	-0.3
CCOc1ccccc1NC(=O)CSc1nc2ccccc2nc1N1CCCC1	-0.9	3.1	3	1.4	5	1.5*	-2	0.1	8.3*	8.0*	-0.5
Later entries
SMILES	KLK7 zymogen act	hgDAF12 agonist	NPR1 activator	GAA850 FXN act	NPR2 activator	ssDAF-12 act	sPLA2-III inh	DAX1 inh-1	SMARCA2 activ	hcDAF-12 act	DAX1 inh-2
COc1ccc(CN(CC2CCCO2)C(=O)CN2C(=O)COc3ccccc32)cc1OC (stereo unspecified)	0.5	-0.8	-7	-0.6	-4	-1.3	3	2.3	6	-0.9	-0.6
CCCCCCn1c(=O)n2n(c1=O)C[C@]1(OC(=O)Nc3c(C)noc3C)CN(S(=O)(=O)c3ccc(C)cc3)C[C@]1(O)C2	0.6	-1.4	1	-4.1	-3	-0.3	-17	-1.3	2	0.0	-2.5
CCC(C)c1ccc(C2C3=C(Nc4nc(N)[nH]c(=O)c42)c2ccccc2C3=O)cc1 (stereo unspecified)	0.3	-0.4	-9	4.1	-3	-1.0	5	1.7	-2	0.7	0.4
N/C(=N\OC(=O)CCn1cccc(C(F)(F)F)c1=O)c1ccc(Cl)cc1	0.6	-0.5	-4	1.4	-4	-1.7	-7	-2.5	-9	0.6	-0.1
COc1cccc(NC(=O)C2(C)CCN2C(=O)Cc2cccc3ccccc23)c1 (stereo unspecified)	-0.5	-2.2	-4	1.9	-7	-1.3	-12	.	-3	-2.5	-1.1
O=C(CCNC(=O)C1CCN(S(=O)(=O)c2ccc(F)cc2)CC1)NC1CC1	0.7	2.2	-2	-1.9	5	-0.7	2	0.3	2	-0.5	-0.4
O=C1CCC(C(=O)OCc2nnc(-c3ccc(Cl)cc3)o2)=NN1	0.4	0.5	6	2.7	4	-1.2	2	0.9	0	-2.4	-0.3
CC(C)N(C(=O)[C@H]1CC(CC(=O)NCCCn2ccnc2)C(=O)N2CCc3c([nH]c4ccccc34)[C@]12C)C(C)C (stereo partly specified)	0.9	-2.3	2	-1.0	9	-1.4	-12	-1.3	-4	0.0	-0.2
COc1c(Cl)cc(-c2noc(C)c2C(=O)NCc2ccc3c(c2)OCO3)cc1Cl	-0.1	1.2	-3	-0.7	3	-0.9	1	4.3*	1	-1.3	-0.7
CSc1cc(-c2ccc(Cl)cc2)c(C(=O)NN)s1	-0.8	3.1	-5	1.8	-4	-1.8	12	0.3	-2	0.7	-1.2
Nc1cc(N)nc(SCC(=O)Nc2ccc(Br)cc2Cl)n1	-0.4	3.3	1	1.6	4	-1.1	8	0.7	3	1.7	0.6
NC(=S)NC(=O)c1ccccc1	0.1	-0.6	4	2.0	4	-0.1	16	0.3	-3	1.1	0.7
Cc1nn(C(C)C(=O)Nc2sc3c(c2C#N)CCCC3)c(C)c1[N+](=O)[O-] (stereo unspecified)	0.2	1.7	-6	-2.4	1	-1.3	7	-1.4	-1	-1.3	0.1
O=[N+]([O-])c1ccc(-[n+]2nc(-c3ccccc3)nn2-c2ccccc2)cc1	-0.1	-1.3	-1	0.1	-2	-0.7	-7	-0.6	-1	-1.7	-0.4
Cn1cc(/C=N/n2cnc3scc(-c4ccc(Cl)cc4)c3c2=O)c2ccccc21	-0.4	0.9	-8	0.7	-10	-1.1	2	-0.9	0	0.3	-2.0
COc1ccc(OC)c(NC(=O)c2ccc(Cl)cc2)c1	-0.3	2.0	0	3.1	4	0.3	-2	-0.3	0	4.3	-0.5
Cc1nc(N2CCOCC2)c2c(C)c(C(=O)Nc3ccc(C(F)(F)F)cc3)sc2n1	-0.7	-2.4	5	1.0	4	-1.2	4	1.3	-3	0.2	-0.4
CCOc1ccc(CCNC(=O)c2c(C)noc2C)cc1OCC	0.7	0.1	3	0.6	7	-0.3	4	0.5	-1	-0.2	1.9
Cc1ccc(-c2nc3ccc(Cl)cn3c2Cc2ccsc2)cc1	-0.9	13*	2	.	1	-0.1	-12	.	-1	3.4	4.2*
CCCc1cc(=O)[nH]c(SCC(=O)Nc2ccc(OC)c(S(=O)(=O)N3CCCCC3)c2)n1	0.1	-0.2	0	0.0	7	-0.8	-21	0.3	0	-1.9	-0.3
Cc1ccc(C)c(C(=O)COC(=O)Cn2[nH]c(=O)c3ccccc3c2=O)c1	0.0	1.2	0	0.3	5	-1.3	1	0.3	3	0.0	0.9
CCC(COC)NC(=O)CCc1nnc(Cc2c[nH]c3ccccc23)o1 (stereo unspecified)	0.4	2.7	0	0.7	-6	0.2	-5	-0.3	1	0.0	-0.3
Cc1cc2c(nc1C)CCCN2C	38*	0.8	4	.	1	-1.0	3	.	-4	1.2	0.4
CC1CCc2c(sc(NC(=O)C(=O)NCc3ccco3)c2C#N)C1 (stereo unspecified)	0.4	0.3	2	1.5	-10	-1.4	-2	1.2	1	-2.4	0.4
Cc1noc(NS(=O)(=O)c2ccc(N/C=C/C(=O)c3ccccc3)cc2)c1C	0.7	1.5	6	3.1	-4	0.1	-8	0.4	1	0.8	1.0
CCN(c1ccccc1)S(=O)(=O)c1ccc(C(=O)NC2CCCCC2)cc1	0.6	-2.9	1	-2.3	1	-1.8	-3	-0.9	-2	-1.8	-1.7
Cc1ccc(-c2nc3ncccn3c2N)cc1	6.7	2.6	-8	.	-2	-0.9	9	.	-1	-1.1	0.9
O=c1[nH]c(SCc2ccc(Cl)cc2)nc2ccccc12	0.4	-0.2	-1	3.1	-5	-1.5	1	0.8	-4	-1.0	0.6
O=C(CCC(=O)N(CC(=O)NC1CCCCC1)Cc1cccs1)Nc1nccs1	0.0	-1.2	-5	0.7	-6	-1.3	5	0.2	5	-0.6	0.8
CC1CCCN(C(=O)C2CCN(c3ncnc4c3nc3n4CCCCC3)CC2)C1 (stereo unspecified)	0.6	-1.7	-1	-1.1	-2	-1.0	1	-0.8	-1	-2.3	-0.3

5 entries out of the list, arranged by heavy-atom count, lowest first:
SMILES	KLK7 zymogen act	hgDAF12 agonist	NPR1 activator	GAA850 FXN act	NPR2 activator	ssDAF-12 act	sPLA2-III inh	DAX1 inh-1	SMARCA2 activ	hcDAF-12 act	DAX1 inh-2
Cc1cc2c(nc1C)CCCN2C	38*	0.8	4	.	1	-1.0	3	.	-4	1.2	0.4
Nc1cc(N)nc(SCC(=O)Nc2ccc(Br)cc2Cl)n1	-0.4	3.3	1	1.6	4	-1.1	8	0.7	3	1.7	0.6
CCC(COC)NC(=O)CCc1nnc(Cc2c[nH]c3ccccc23)o1 (stereo unspecified)	0.4	2.7	0	0.7	-6	0.2	-5	-0.3	1	0.0	-0.3
O=C(CCC(=O)N(CC(=O)NC1CCCCC1)Cc1cccs1)Nc1nccs1	0.0	-1.2	-5	0.7	-6	-1.3	5	0.2	5	-0.6	0.8
COc1ccc(CN(CC2CCCO2)C(=O)CN2C(=O)COc3ccccc32)cc1OC (stereo unspecified)	0.5	-0.8	-7	-0.6	-4	-1.3	3	2.3	6	-0.9	-0.6
